sdo1 growth – compounds rescuing growth of sdo1-depleted yeast, bone marrow failure model; S. cerevisiae sdo1-depleted JHY4D growth rescue, OD600 30 h; hits give high values; pdr5 snq2 efflux-pump mutant strain; z-score at 10 µM; hit rate 0.21% among 140,000; AID 817;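 active = z-score above 3 at both the 24 hr and the 30 hr optical density reads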;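 also: z-score against mean and SD of all compound wells on the same plate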
INS promoter inh – TRM-6 insulin promoter activity inhibition | TRM-6 cells (human fetal islet line), insulin promoter-eGFP reporter, imaging; reporter expression induced with tamoxifen | inhibition, % at 2 µM | hit rate 0.9% among 130,000 | AID 1273;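 active = inhibition above the mean plus 3 SD, with well images judged a real hit on visual review, cut at about 60% in these data, passing the limit was not always enough; inconclusive = inhibition over the cutoff but images rejected on review; inactive = inhibition not above the cutoff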
sdo1 growth Rescue 24 h – second read-out of sdo1 growth, no call of its own (marks repeat the call); z-score; S. cerevisiae sdo1-depleted JHY4D growth rescue, OD600; measured here: growth rescue at 24 h;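 0 is the plate mean of compound wells and units are plate SD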
The depositor's hits bear a star; ? = inconclusive; . = no result given; & = joins results of further samples; [ ] = another dose, or the depositor's remark. An excerpt, so the mix of outcomes need not match the whole.

SMILES	sdo1 growth	sdo1 growth Rescue 24 h	INS promoter inh
COc1ccc2cc(C#N)c(NC(C)C)nc2c1	0.16	0.32	86*
CCn1c(SCC(=O)Nc2nc3ccccc3s2)nnc1-c1ccc(OC)cc1	-0.24	1.5	5
O=C1CCCCCN1Sc1ccccc1	0.06	2	.
CC(=O)OCC(=O)Nc1c(C)cccc1C	.	.	-36
COc1cc(C(=O)NNC(=O)c2ccc(NC(=O)C(C)(C)C)cc2)cc(OC)c1OC	.	.	58
COc1ccc(-c2cc(C(=O)OCC(=O)Nc3ccc4c(c3)OCO4)c3ccccc3n2)cc1	0.63	1.6	.
C[C@H]1O[C@H]1P(=O)(O)O	0.04&0.51	0.43&0.51	?
COc1ccccc1C(=O)NCC(c1cccnc1)N(C)C (configuration not stated)	-0.08	-0.62	8
O=C(CCNc1n[nH]c(=O)[nH]c1=O)N1CCOCC1	1.2	0.63	.
COCCN1C(=O)c2cc(C(=O)Nc3ccc(C)c(F)c3)ccc2C1Nc1ccc(C)c(F)c1 (configuration not stated)	-0.42	0.03	-15
CCc1ccc(N2C(=O)CC(N(CC3CCCO3)C(=O)/C=C/C(=O)O)C2=O)cc1 (configuration not stated)	0.44	-0.56	-57
O=C(OCC(=O)c1cccs1)c1ccc([N+](=O)[O-])o1	.	.	-6

Single records (already shown). Order of screens: sdo1 growth, sdo1 growth Rescue 24 h, INS promoter inh
Results for CCc1ccc(N2C(=O)CC(N(CC3CCCO3)C(=O)/C=C/C(=O)O)C2=O)cc1 (configuration not stated) : 0.44, -0.56, -57
Results for O=C1CCCCCN1Sc1ccccc1 : 0.06, 2, .
Results for COc1ccc2cc(C#N)c(NC(C)C)nc2c1 : 0.16, 0.32, 86*
Results for C[C@H]1O[C@H]1P(=O)(O)O : 0.04&0.51, 0.43&0.51, ?

(further entries)
SMILES	sdo1 growth	sdo1 growth Rescue 24 h	INS promoter inh
Cc1cc(Cl)n2c(nc3ccccc32)c1C#N	.	.	-167
COc1ccccc1NS(=O)(=O)c1cc(NC(=O)c2ccc(Cl)nc2)ccc1Cl	-0.28	0.02	-29
COc1ccc(CCNC(=O)CN2CCN(Cc3ccc(F)cc3)C2=O)cc1OC	0.62	0.92	.
CCn1c(=O)c2c3c(sc2n2cnnc12)CCC3	0.93	1.1	3
Nc1ccc(-c2sc(N)nc2-c2ccccc2)cc1	1.9	1.1	22
COc1cc(OC)cc(C2=NC3(CCC(C)CC3)NC2=S)c1 (configuration not stated)	.	.	-67
Cc1ccc(-n2cnc(=O)c3cccnc32)cc1	0.58	-0.06	.
CCN(CC)c1nc2cc(OC)ccc2cc1C#N	-0.74	-0.85	1
CCOC(=O)c1c(NC(=S)Nc2ccccc2C)sc2c1CCC2	-0.66	0.75	13
CN(c1ccccc1)S(=O)(=O)c1cccc(NC(=O)CSc2nncn2C)c1	0.96	0.91	29
Cc1ccnc2nc(C(=O)Nc3cc(Cl)ccc3N3CCOCC3)nn12	-1.8	-1.5	32
O=C(NC1CCCCC1)N1CCc2ccccc21	1.1	0.28	-41
O=C(Nc1ccc(S(=O)(=O)N2CCCC2)cc1)c1ccc(CN2CCc3ccccc3C2)cc1	0.05	0.56	.
COc1ccc(-c2nc3ncccn3c2Nc2ccccc2)cc1	.	.	-23
Cc1ccc(NC(=O)NNC(=O)C2CCN(Cc3ccc(F)cc3Cl)CC2)cc1	.	.	13
Oc1c(-c2cc(-c3ccco3)[nH]n2)ccc2ccccc12	-1.2	-0.38	-7
CCCN(Cc1cc2cc(C)ccc2[nH]c1=O)S(C)(=O)=O	1.5	1.4	?
CCOc1ccc(C(=O)N(CN2CCCC2=O)c2ccccc2)cc1	-0.1	-0.58	.
Clc1ccccc1OCc1nnc(-c2ccccc2Br)o1	-2.1	-1.2	-36
Cc1cccc(-c2nnc(-c3ccccc3)o2)c1	-0.25	-0.69	-18
CCn1c(COc2ccccc2Cl)nnc1SCC(=O)Nc1ncccc1C	-0.5	0.41	27
O=C(Nc1ccc(C(=O)NN2C(=O)c3ccccc3C2=O)cc1)c1ccccc1	.	.	0
CCCCN(C)C1CCN(C(=S)Nc2ccc(OCC)cc2)CC1	.	.	53
Cc1nc(Nc2ccc3c(c2)OCCO3)c2oc3ccccc3c2n1	-1.8	-0.74	67
CCOC(=O)COC(=O)c1ccc(O)cc1	1.2	1.2	-10
CNC(C)c1ccc(S(N)(=O)=O)cc1 (configuration not stated)	.	.	37
Cc1cccc(C)c1OCc1nc2ccccc2c(=O)n1/N=C/c1ccc(OCC(=O)O)cc1	0.12	-0.44	36
CC(=O)NN=C1CCC(c2ccccc2)CC1 (configuration not stated)	1.6	1.5	20
Cc1cccc(NC(=S)N2N=CCC2c2ccccc2)c1 (configuration not stated)	0.14	0.31	-23
Cc1cc2ccccc2nc1Br	1.1	0.44	10
COc1ccc(OCCSc2nc(N)cc(N)n2)cc1	-0.17	0	-35
CC1CN(S(=O)(=O)c2ccc(Cl)c(S(=O)(=O)N3CC(C)OC(C)C3)c2)CC(C)O1 (configuration not stated)	0.07	-0.23	.
Cn1ccnc1SCc1cn2ccccc2n1	0.98	0.39	-35
C/C(=N\NC(=O)CC1N=C(Cc2ccccc2)NNC1=O)c1ccc(C)cc1 (configuration not stated)	-0.59	-1	8
Cc1ccc(NC(=O)CSc2nc3ccccc3c3nc4ccccc4n23)cc1	-1.9	-1	.
O=c1nc(-c2ccccc2)c2ccccc2[nH]1	1.5	2.1	.

Entries shown so far that have a thiophene ring, fused or not:
SMILES	sdo1 growth	sdo1 growth Rescue 24 h	INS promoter inh
O=C(OCC(=O)c1cccs1)c1ccc([N+](=O)[O-])o1	.	.	-6
CCn1c(=O)c2c3c(sc2n2cnnc12)CCC3	0.93	1.1	3
CCOC(=O)c1c(NC(=S)Nc2ccccc2C)sc2c1CCC2	-0.66	0.75	13

Remaining list, next part
SMILES	sdo1 growth	sdo1 growth Rescue 24 h	INS promoter inh
CCOc1ccc(Nc2nc(NCCN3CCOCC3)nc(OC)n2)cc1	-0.46	-0.53	7
COc1cc(O)oc1C=Nc1ccc(Cl)cc1	0.99	1	-50
S=C1NCCc2ccc(Cl)cc2C1c1ccccc1 (configuration not stated)	-1.7	-2	-55
CCOC(=O)NC(=O)CSc1nnnn1-c1ccccc1	-0.16	-0.83	-18
COc1cccc(C2C(C(C)=O)=C(O)C(=O)N2Cc2ccco2)c1 (configuration not stated)	0.77	-0.06	-32
Cc1cc(Cl)ccc1OCCCC(=O)N1CCOCC1	-0.67	-1.2	-48
COc1ccc(C2C(Oc3ccccc3)C(=O)N2c2cc(C)ccc2C)cc1OC (configuration not stated)	-0.84	-1.1	-40
O=C(NCc1cccs1)C1CCN(S(=O)(=O)N2CCCC2)CC1	0.36	0.16	-38
O=C(NC1CCCCC1)c1ccc(S(=O)(=O)c2ccccc2Cl)c([N+](=O)[O-])c1	-0.4	-0.65	22
COc1ccc(CCNC(=O)C2CCN(Cc3nc(-c4ccccc4F)oc3C)CC2)cc1OC	-0.01&-0.41	-0.28&-0.76	.
O=C(COc1ccccc1)NCCn1ccc2ccccc21	-1	-1.5	-186
c1ccc2c(C[n+]3csc4ccccc43)cccc2c1	0.73	0.71	18
Cc1ccccc1Nc1nc(N)nc(COC(=O)c2ccccc2)n1	-0.39	-0.18	-16
O=C(Nc1ccccc1-c1nc2ccccc2s1)c1ccc(Br)o1	-2.9	-1.4	.
O=C(Nc1cccnc1)C(Cc1ccccc1)n1cccc1 (configuration not stated)	1.4	0.61	.
CCn1c(SC(C)C)nnc1-c1c[nH]c2ccccc12	0.8	0.91	.
N#Cc1c(-n2ccnc2)cccc1-n1ccnc1	0.15	0.08	-13
CC(=O)OCCSc1c(-c2ccccc2)c2cc(Cl)ccc2[nH]c1=O	-0.79	-0.52	-6
CCOc1ccc2c(c1)c(N=NC(=N)N)c(O)n2C	0.25	-0.27	.
COc1cccc(C(=O)N2CCN(CCCc3ccccc3)CC2)c1OC	0.37	0.1	0
O=C(NCCCn1ccnc1)C(=O)NCC1OCCN1S(=O)(=O)c1ccc(Br)cc1 (configuration not stated)	.	.	0
N#Cc1cc(-c2ccccc2)nnc1Sc1ccc(Cl)cc1	-0.33	-0.07	.
CCN1CCN(C(=S)NCC2CCCO2)CC1 (configuration not stated)	.	.	13
c1ccc(-c2cnc(CSc3nnc4ccccn34)o2)cc1	2.2	1.6	-9
N#Cc1c(-c2ccc(Cl)cc2)ccnc1N1CCOCC1	.	.	-13
NC(=O)C1CCN(C(=O)Cc2ccc([N+](=O)[O-])cc2)CC1	1.7	1.5	50
Cc1ccc(S(=O)(=O)NC2c3cccc4cccc(c34)C2Sc2ncccn2)cc1 (configuration not stated)	-1.6	-1.3	17
CCN1C(=O)CSc2ccc(C(=O)NCc3ccco3)cc21	-0.04	-0.59	.
CCOc1ccc(N(CC(=O)N/N=C/c2cc(Br)c(C)o2)S(C)(=O)=O)cc1	.	.	38
Cc1ccc(NC2=CC(=O)CC(c3ccc(Cl)cc3)C2)cc1 (configuration not stated)	-0.44	-0.34	.
Cc1ccc(OCCN2CCN(C(=O)CCC(=O)Nc3nnc(C(C)C)s3)CC2)cc1	0	-0.24	40
CN(c1ccc(OCC(=O)OCC(=O)Nc2c(F)c(F)c(F)c(F)c2F)cc1)S(=O)(=O)c1ccc(F)cc1	0.39	-0.31	-19
COc1ccccc1NS(=O)(=O)c1cc(NC(=O)Nc2cccc(C)c2)ccc1N1CCCCC1	-0.55	-0.18	19
Cc1cc(Cl)ccc1Oc1ccccc1C(=O)CC#N	.	.	18
O=C(CCN1C(=O)C2C3CC(C(Br)C3Br)C2C1=O)OCC(=O)c1ccccc1 (configuration not stated)	0.18	0.09	24
COc1ccc(Nc2nc(N)nc(CN3CCOCC3)n2)cc1	-0.34	-0.6	.
CCn1c(SCc2nc3sc(C(=O)O)c(C)c3c(=O)[nH]2)nc2ccccc21	0.17	-0.23	30
Cc1cc(OCC(=O)NC(C)c2ccccc2)ccc1[N+](=O)[O-] (configuration not stated)	.	.	45
COc1ccc2c(c1)c(=O)oc1cc(OCC(=O)NC3CC3)ccc12	-0.65	-0.15	13
CCN1CCN(CC(=O)Nc2ccc(Cl)c(S(=O)(=O)N(C)C)c2)CC1	.	.	5
COCCN(C(C)=O)c1nnc(-c2ccccn2)s1	1.6[9.9 µM]	1.7	.
CCC(C)(C)NC(=O)COc1ccc(OCc2ccccc2)cc1	.	.	0
Cc1[nH]c2ccccc2c(=O)c1SC(F)(F)C(F)C(F)(F)F (configuration not stated)	-0.37	-0.64	-53
O=C(Nc1ccccc1)/C(=C1\CCCN1)[N+](=O)[O-]	.	.	10
NS(=O)(=O)c1ccc(NC(=O)CCc2ccccc2)cc1	-0.33	-0.81	44
Cc1cccc(C)c1NC(=O)CSc1cc(C(=O)c2nccn2C)c2ccccc2n1	-1.5	-1.6	12
Cc1cccc(Cn2cnc3ccccc32)c1	-0.43	-1.1	47
COc1ccc(CCNC(=O)N2c3ccccc3Sc3ccccc32)cc1	.	.	22

Reprinted at random: two records from the list, in no set order.
SMILES	sdo1 growth	sdo1 growth Rescue 24 h	INS promoter inh
CCn1c(SCc2nc3sc(C(=O)O)c(C)c3c(=O)[nH]2)nc2ccccc21	0.17	-0.23	30
COCCN(C(C)=O)c1nnc(-c2ccccn2)s1	1.6[9.9 µM]	1.7	.

(further entries)
SMILES	sdo1 growth	sdo1 growth Rescue 24 h	INS promoter inh
Cc1ccc(C)c(NCC(O)c2ccccc2)c1 (configuration not stated)	.	.	-21
CCCCNC(=O)C1CC(=O)N(CCC(C)C)C1 (configuration not stated)	1.8	2.1	.
N#C/C(=C\c1cccc(Oc2ccc(C(F)(F)F)cc2[N+](=O)[O-])c1)c1nc2ccccc2[nH]1	-0.6	-0.11	25
CCCC(=O)N(c1ccc(OC)cc1)C1C=CS(=O)(=O)C1 (configuration not stated)	0.78	0.82	-23
Cc1nn(Cc2ccccc2)c(C)c1CCC(=O)O	0.64	-0.01	-42
COc1cccc(CC(=S)N2CCOCC2)c1	1.4	1.5	-52
Cc1cc[n+](-c2nc([O-])sc2/C=N/Nc2ccc([N+](=O)[O-])cc2)cc1	0.65	0.55	-4
c1cncc(-c2nnc(SCCSc3nnc(-c4cccnc4)o3)o2)c1	.	.	-42
CC(C(=O)N1CC2(C)CC1CC(C)(C)C2)N1C(=O)c2ccccc2C1=O (configuration not stated)	-0.55	-0.04	0
CCOc1ccc(NC(=O)c2cccc3c2C(=O)N(CCOC)C3)cc1	-0.83	-0.34	-33
CCOCCCNCc1ccc(Cl)cc1	-0.09	-0.7	-4
CCn1c(Cc2ccccc2)nnc1SCC(=O)NC(C)(C)C	1	1	19
Cc1cccc(/C(N)=N/OC(=O)CCCN2C(=O)c3ccccc3C2=O)c1	-0.84	-1.4	-77
Cc1cc(NC(=O)CSc2nc(-c3cccnc3)ccc2C#N)no1	1.2	1.6	.
Cc1ccccc1C(=O)Nc1cc(S(=O)(=O)N2CCCCC2)ccc1N1CCN(C)CC1	0.14	-0.24	17
COc1ccc(OC)c(NC(=O)CCN2CC(C)OC(C)C2)c1 (configuration not stated)	0.8	0.88	.
COc1cc(C(=O)Nc2ccc(Cl)c([N+](=O)[O-])c2)cc(OC)c1OC	.	.	11
COc1cc(COc2ccc3c(C)c(Cc4ccccc4)c(=O)oc3c2)cc(OC)c1OC	0.34	0.51	30
CSc1ccccc1NC(=O)CN(C)CC(=O)Nc1c(F)cccc1F	0.89	0.03	-13
CCCCCCCCCCCCCCCC[n+]1ccc(C(N)=O)cc1	-1.4	-1.1	.

Compound activity deposited in PubChem by several laboratories.
